# Growth percent in the NCI-60 one-dose screen (48 h, 10 µM unless noted): 100 = growth as untreated, 0 = no growth, -100 = all killed.
# T-47D – T-47D breast cancer; hit rate 5% among 79,000; AID 1794792
# MDA-MB-231 – MDA-MB-231 breast cancer; AID 1794789; hit rate 5% among 81,000
# HS 578T – HS 578T breast cancer; hit rate 4.1% among 78,000
# MCF7 – MCF7 breast cancer; hit rate 6.3% among 82,000
# MALME-3M – MALME-3M melanoma | hit rate 5.8% among 78,000
# LOX IMVI – LOX IMVI melanoma | AID 1794757 | hit rate 7.4% among 79,000
# BT-549 – BT-549 breast cancer. AID 1794793. hit rate 4.4% among 78,000
# MDA-MB-468 – MDA-MB-468 breast cancer | AID 2202374 | hit rate 8.5% among 78,000
# * marks the source's active call; other numbers are inactive results; . = no result given; & = joins results of further samples. Rule for the calls: active = growth percent below 10; inactive = the rest.
SMILES,T-47D,MDA-MB-231,HS 578T,MCF7,MALME-3M,LOX IMVI,BT-549,MDA-MB-468
O=C(Oc1c(Cl)cc(Cl)cc1[N+](=O)[O-])Oc1c(Cl)cc(Cl)cc1[N+](=O)[O-],106.2,111.9,105.7,109.1,122.1,101.3,115.0,109.1
CC(C)CSc1nc(NNC(N)=S)c(C#N)c(-c2ccc(F)cc2)n1,84.7,76.7,97.3,91.3,111.4,81.0,103.3,101.6
CCCCn1sc(=O)n(Cc2ccc(CNC(=O)OCc3ccc4c(Br)cc(Br)c(O)c4n3)cc2)c1=O,69.9,38.6,18.6,12.0,61.1,22.9,-16.2*,27.3
COc1ccc(S(=O)(=O)N2CCN(c3cc4c(cc3F)c(=O)c(C(=O)O)cn4C3CC3)CC2)c(OC)c1,75.0,101.0,.,98.4,98.0,61.7,95.0,86.4
Nc1ncnc2c1C(c1ccc(Cl)cc1)c1sc3c(Br)cccc3c1O2 (stereo unspecified),86.0,64.7,61.0,70.6,101.1,89.7,98.2,98.6
NS(=O)(=O)c1ccc(C(=O)N=Nc2c(O)n(Cc3ccccc3)c3ccccc23)cc1,47.4,72.2,94.8,88.0,98.9,90.9,99.4,83.8
C1=C2Sc3ccccc3N=C2c2ccccc2C1,101.4,100.7,94.5,82.7,110.4,71.3,103.3,121.3
O=C(O)c1ccc(C(=O)c2cc([N+](=O)[O-])cc([N+](=O)[O-])c2)cc1,109.7,94.9,115.6,94.9,.,98.8,98.5,106.2
COC1CCC2CC(C(=O)N3CCC(CC(=O)NCC4CCC5OCOC5C4)CC3)NC2C1 (stereo unspecified),55.2,63.7,15.4,.,62.7,72.8,18.0,58.0
Cc1c(C(=O)NCCN2CCOCC2)cn2ncnc(Oc3ccc(NC(=O)NC4CC4)c(F)c3)c12,93.9,88.3,88.9,94.4,94.1,97.9,91.3,105.9
NC(=O)c1ccc(Cl)c(Cl)c1,106.3,98.8,108.5,104.5,111.5,110.8,95.7,100.1
COc1ncnc(NS(=O)(=O)c2ccc(N)cc2)c1OC,101.0,110.1,103.3,106.3,90.6,101.0,114.6,97.6
Cc1cc2ncn(C3CC(O)C(CO)O3)c2cc1C (stereo unspecified),104.3,106.6,118.6,94.4,.,95.8,104.2,107.8
O=C1/C(=C/c2ccc(Oc3ccccc3)cc2)N=C(c2ccccc2)N1CCc1cccs1,83.9,79.8,58.7,81.8,86.1,62.1,74.9,108.0
CN(C)CCn1c2ccc(Cl)cc2c2nc3cc(Cl)c(Cl)cc3nc21,67.0,40.4,78.1,35.8,91.0,.,94.4,62.5
[2H]C([2H])([2H])Oc1ccc(F)cc1/C=C/C(=O)/C=C(O)/C=C/c1cc(F)ccc1OC([2H])([2H])[2H],73.5,108.1,103.6,70.0,104.5,85.1,93.3,91.6
COCCn1cc(-c2csc(-c3c[nH]c4ccc(F)cc34)n2)c2cccnc21,2.4*,27.5,52.2,11.8,45.0,21.8,7.1*,-6.8*
O=C(Cc1ccccc1)NNC(=O)N1c2ccccc2C=Cc2ccccc21,94.4,98.9,107.9,99.3,98.7,100.1,100.8,96.1
Nc1nc2c(nc(N)n2C2OC(CO)C(O)C2O)c(=O)[nH]1 (stereo unspecified),98.0,102.1,101.8,96.4,.,.,100.7,101.7
O=C1Nc2ccccc2/C1=N/N=C/c1cccnc1,89.1,91.8,93.2,75.8,104.0,95.8,104.9,107.6
CC(=O)NNC(=O)c1cccc(C(=O)O)c1,91.4,87.6,102.1,106.6,99.7,105.4,87.7,100.6
CC(=O)OCC1(C)OC(=O)N(Cc2ccccc2F)C1=O (stereo unspecified),97.3,100.2,96.5,93.8,103.7,99.0,107.5,92.8
O=C1CCc2ccc(CCCl)cc2O1,93.9,100.6,89.3,88.7,118.2,106.8,99.7,86.1
COc1cc2nc(N3CCCC3)nc(NCc3ccccc3)c2cc1OC,7.8*,68.9,73.7,29.4,41.2,10.0,70.5,45.2
CN1CCN(c2ccc(Nc3ncc4[nH]c(=O)n(Cc5ccccc5N)c4n3)cc2)CC1,75.3,83.8,69.8,87.8,83.9,88.7,97.8,111.4
CCCCCCCNc1nc(CO)ncc1-c1ccc(C(F)(F)F)cc1,94.6,97.6,115.8,100.4,121.3,104.8,120.9,99.6
CCOC(=O)CC1C(CNC(=O)NC)OC(n2cnc3c(N)ncnc32)C1O[Si](C)(C)C(C)(C)C (stereo unspecified),94.7,96.7,97.7,84.0,95.4,91.6,85.1,92.4
Cc1cc(C)c(Sc2c(C)cc(C)cc2C)c(C)c1,99.1,104.2,86.2,94.0,.,102.9,102.1,86.8
COC1OC(CNC(=O)N(C)N=O)C(O)C(O)C1O (stereo unspecified),89.0,111.3,104.2,96.5,103.6,98.0,93.4,101.0
COC(=O)C1(CC(=O)c2ccc(N3CCN(c4ccc(C(=O)CC5(C(=O)OC)NC(=S)NC(=O)C5C#N)cc4)CC3)cc2)NC(=S)NC(=O)C1C#N (stereo unspecified),122.5,107.3,111.1,95.8,108.4,102.5,132.9,104.2
NC(=O)CCCCC1CCSS1 (stereo unspecified),80.9,109.7,.,102.9,104.9,100.3,96.4,96.3
COc1ccc(-c2cc(-c3cn(-c4cccc(Cl)c4)nc3-c3ccc(OC)cc3)on2)cc1,95.0,80.9,96.3,86.6,127.2,101.6,121.3,88.9
CC(C)C(C)C(N)C(=O)O (stereo unspecified),101.9,125.0,116.8,92.9,95.9,96.0,90.7,106.9
CCN(CC)c1ccc([N+](=O)[O-])cc1[N+](=O)[O-],.,86.8,92.0,104.4,159.2,100.2,93.6,95.8
O=S(Nc1ccccc1)c1ccccc1Oc1ccccc1 (stereo unspecified),77.0,106.9,92.1,99.5,102.8,39.4,82.3,99.9
O=C(O)/C=C\C(=O)NCCO,94.1,110.3,.,99.2,100.4,99.0,93.6,106.5
O=CN1N=C(c2ccc(Cl)cc2)CC1c1cccc(Nc2ccnc3cc(C(F)(F)F)ccc23)c1 (stereo unspecified),42.6,80.7,87.7,38.0,77.5,51.5,53.9,32.9
CCCCSc1ncnc2nc[nH]c12,90.0,102.8,111.3,91.9,125.6,100.5,132.1,100.0
Cc1ccccc1NCS(=O)(=O)O,109.5,102.8,.,98.9,95.8,96.4,108.2,120.8
O=C(Cn1cc(CSc2nc3ccccc3o2)nn1)Nc1cc(Cl)cc(Cl)c1,100.8,101.1,108.0,100.1,107.6,103.6,109.7,109.3
CC(N)CCCCc1ccccc1 (stereo unspecified),88.3,103.0,99.5,92.7,108.0,95.9,96.9,90.5
O=C(N/N=C/c1ccccc1O)C(O)c1ccccc1 (stereo unspecified),92.0,85.3,108.6,99.8,.,76.3,86.8,94.9
CNC(=O)c1c(-c2ccc(F)cc2)noc1C,95.9,122.2,108.4,99.2,104.1,103.0,107.3,97.8
COC(=O)c1cc2c3c(cc(O)c2[nH]1)N(C(=O)C1Cc2cc(OC)c(OC)c(OC)c2N1)CC3CCl (stereo unspecified),-48.9*,-41.3*,1.2*,-5.5*,-58.1*,-94.2*,-84.6*,-41.8*
O=C(O)C(=O)c1c[nH]c2ccccc12,109.0,98.8,97.6,97.9,103.0,106.9,90.9,115.2
O=C(/C=C/c1c(Cl)nc2sccn12)c1ccc(F)c(F)c1,50.3,81.8,73.3,45.2,112.8,92.0,71.6,35.4
C/C(=N\O)C(=O)NCCCCCCCC(=O)Nc1ccccc1,87.5,103.0,113.8,93.3,96.5,93.3,94.4,106.6
CCCC(NC(=O)CNC(=O)c1cccc(N2C(=O)/C(=C/c3ccccc3)SC2=S)c1)C(=O)O (stereo unspecified),97.3,112.2,94.1,99.1,98.5,91.8,113.2,98.8
CCN(CC)CCCC(C)Nc1ccnc2cc(Oc3ccccc3)ccc12 (stereo unspecified),83.9&28.8,34.1&40.1,69.0,82.7&55.3,89.4&78.0,39.3&22.2,86.0&62.9,70.2&31.5
Cc1cccc2c(Cn3cc(Cn4cnc5c4c(=O)n(C)c(=O)n5C)nn3)cc(=O)[nH]c12,92.0,101.6,99.9,93.5,100.2,96.2,102.5,107.5

# The list continues.
SMILES,T-47D,MDA-MB-231,HS 578T,MCF7,MALME-3M,LOX IMVI,BT-549,MDA-MB-468
COc1cc(NC(=O)c2cc(-c3ccc(F)cc3F)ccc2O)cc(OC)c1OC,-10.1*,47.5,26.1,38.9,17.4,55.3,4.3*,15.0
N#Cc1c(-c2ccc(Cl)cc2)c(C(N)=O)c(N)n(Cc2nc3ccccc3[nH]2)c1=O,62.7,75.2,104.7,46.6,95.9,89.6,102.6,96.0
COc1cc(-c2c(C#N)c(N)n(-c3nccs3)c(=O)c2C#N)cc(OC)c1OC,95.3,99.5,90.8,83.6,78.3,94.1,89.4,92.8
Nc1ncc(-c2ccc(C(=O)O)cc2)nc1-c1ccc(C(F)(F)F)cc1,104.4,98.0,95.1,89.4,99.0,103.4,94.9,99.5
CC1=Cc2cc(Cl)ccc2OC12C=Cc1cc(Cl)ccc1O2 (stereo unspecified),91.5,100.7,108.2,79.7,102.5,98.2,110.2,96.8
O=C(Nc1ccccc1)n1ncc2cc(Nc3ccnc(Cl)n3)ccc21,88.9,83.3,110.7,97.6,103.6,99.4,82.9,121.9
COC(=O)NC1CC2C=CC1C1C=CC21 (stereo unspecified),89.0,110.4,104.2,94.5,114.8,95.7,108.9,93.2
CS(=O)(=O)Oc1ccc(-c2ccc3occc3c2)cc1,92.0,98.5,68.3,98.9,98.2,97.2,92.6,85.1
CCOC(=O)c1c(NCC(=O)Nc2cccc(Cl)c2)sc(C(C)=O)c1C,100.8,97.5,107.8,91.3,118.3,99.3,99.7,103.4
C1=CC2CC1CC2C1CO1 (stereo unspecified),103.5,110.0,.,93.7,117.4,99.2,108.5,97.7

# Exported with values under each structure: 13 of the compounds above
# Value order – T-47D, MDA-MB-231, HS 578T, MCF7, MALME-3M, LOX IMVI, BT-549, MDA-MB-468
> C/C(=N\O)C(=O)NCCCCCCCC(=O)Nc1ccccc1
 : 87.5, 103.0, 113.8, 93.3, 96.5, 93.3, 94.4, 106.6
> CCCC(NC(=O)CNC(=O)c1cccc(N2C(=O)/C(=C/c3ccccc3)SC2=S)c1)C(=O)O (stereo unspecified)
 : 97.3, 112.2, 94.1, 99.1, 98.5, 91.8, 113.2, 98.8
> CCN(CC)CCCC(C)Nc1ccnc2cc(Oc3ccccc3)ccc12 (stereo unspecified)
 : 83.9&28.8, 34.1&40.1, 69.0, 82.7&55.3, 89.4&78.0, 39.3&22.2, 86.0&62.9, 70.2&31.5
> Cc1cccc2c(Cn3cc(Cn4cnc5c4c(=O)n(C)c(=O)n5C)nn3)cc(=O)[nH]c12
 : 92.0, 101.6, 99.9, 93.5, 100.2, 96.2, 102.5, 107.5
> COc1cc(NC(=O)c2cc(-c3ccc(F)cc3F)ccc2O)cc(OC)c1OC
 : -10.1*, 47.5, 26.1, 38.9, 17.4, 55.3, 4.3*, 15.0
> N#Cc1c(-c2ccc(Cl)cc2)c(C(N)=O)c(N)n(Cc2nc3ccccc3[nH]2)c1=O
 : 62.7, 75.2, 104.7, 46.6, 95.9, 89.6, 102.6, 96.0
> COc1cc(-c2c(C#N)c(N)n(-c3nccs3)c(=O)c2C#N)cc(OC)c1OC
 : 95.3, 99.5, 90.8, 83.6, 78.3, 94.1, 89.4, 92.8
> Nc1ncc(-c2ccc(C(=O)O)cc2)nc1-c1ccc(C(F)(F)F)cc1
 : 104.4, 98.0, 95.1, 89.4, 99.0, 103.4, 94.9, 99.5
> CC1=Cc2cc(Cl)ccc2OC12C=Cc1cc(Cl)ccc1O2 (stereo unspecified)
 : 91.5, 100.7, 108.2, 79.7, 102.5, 98.2, 110.2, 96.8
> O=C(Nc1ccccc1)n1ncc2cc(Nc3ccnc(Cl)n3)ccc21
 : 88.9, 83.3, 110.7, 97.6, 103.6, 99.4, 82.9, 121.9
> COC(=O)NC1CC2C=CC1C1C=CC21 (stereo unspecified)
 : 89.0, 110.4, 104.2, 94.5, 114.8, 95.7, 108.9, 93.2
> CS(=O)(=O)Oc1ccc(-c2ccc3occc3c2)cc1
 : 92.0, 98.5, 68.3, 98.9, 98.2, 97.2, 92.6, 85.1
> CCOC(=O)c1c(NCC(=O)Nc2cccc(Cl)c2)sc(C(C)=O)c1C
 : 100.8, 97.5, 107.8, 91.3, 118.3, 99.3, 99.7, 103.4

# The listing continues:
SMILES,T-47D,MDA-MB-231,HS 578T,MCF7,MALME-3M,LOX IMVI,BT-549,MDA-MB-468
Cc1ccc(C(c2c(O)c3cc(Br)ccc3[nH]c2=O)c2c(O)c3cc(Br)ccc3[nH]c2=O)cc1,71.6,70.5,82.4,80.2,91.0,84.1,87.4,94.7
O=S(=O)(NC1c2ccccc2C[C@H]1O)c1ccc(Cl)cc1Cl (stereo partly specified),93.7,99.5,93.7,95.5,93.6,93.3,126.0,85.7
N=S(=O)(NC(=O)c1ccc(Cl)cc1Cl)c1ccc(Br)s1 (stereo unspecified),103.4,98.2,87.3,91.5,.,98.1,99.5,92.8
Cc1ccc(/C=C2\Oc3cc(C)c(Cl)cc3C2=O)cc1,.,109.1,109.0,76.0,122.0,30.1,104.7,122.5
COC(=O)[C@@H](Cc1ccccc1)n1cc(COC(=O)c2cccc3c(=O)c4ccccc4[nH]c23)nn1,92.2,91.2,103.7,86.1,99.3,94.2,93.4,90.9
O=[N+]([O-])c1cccc(/C=N/Nc2nc(N/N=C/c3cccc([N+](=O)[O-])c3)nc(N3CCCCC3)n2)c1,52.5,99.1,79.2,61.3,92.1,50.9,71.8,73.6
O=C1C2C3C=CC(O3)C2C(=O)N1/N=C/c1cccc2ccccc12 (stereo unspecified),103.5,91.8,96.9,108.2,124.2,93.1,96.1,113.3
COc1cc2c(cc1OC)C1=NNC(=O)C1=NC(C)(C)C2,85.0,94.7,102.8,95.0,104.5,100.4,97.4,93.2

# Assay outcomes: PubChem, NCI
